Screening results from PubChem BioAssay.
ER stress rescue: rescue of cells from ER stress-induced death, primary screen, 384-well, CSM14.1, thapsigargin, ATP luminescence (AID 1222); CSM14.1 thapsigargin-induced death rescue, ATP luminescence; higher % means a stronger effect; cellular ATP content (survival), % at 20 µM, or EC50 in µM where a hit was titrated; 190,000 tested, under 10 active;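 active = EC50 below 50 µM in the dose-response confirmation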;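 also: death triggered by thapsigargin at about 15 µM added after 2 h compound pretreatment; cell ATP read after overnight thapsigargin exposure of roughly 18 to 22 hours; normalized against plate controls of thapsigargin alone and 5% DMSO vehicle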
Salmonella PhoP GFP: PhoP-dependent GFP reporter repression – Salmonella Typhimurium, primary screen (AID 1863); S. Typhimurium PhoP-regulated promoter GFP reporter, 4 h; higher % means a stronger effect; inhibition, % at 50 µM; hits with a dose series show IC50 in µM; 300,000 tested, 0.16% active;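 active = inhibition over 29.93%, a cutoff 3 SD above the screen mean, later confirmed by dose response; inconclusive = inhibition over 29.93% but no dose response follow-up; inactive = inhibition at most 29.93% or unconfirmed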;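 also: 0% = low Mg2+ inducing control and 100% = high Mg2+ repressing control; strong numbers were not always called active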
Autophagy HCS: alters autophagy in cells; MEF GFP-LC3 puncta imaging; test concentration mostly 10 µM; calls only at 10 µM (by protocol); 190,000 tested, 0.98% active;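 active = percentage of spot-positive cells more than 3 SD above its plate mean, without a fluorescence outlier flag or 80% toxicity; inconclusive = no clear call, values can overlap the other calls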;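 also: spot-positive cell cutoff set from DMSO-treated cells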
b-catenin transl: alters nuclear translocation of beta-catenin in HeLa cells; immunofluorescence imaging; nuclear translocation activity, % at 5 µM; 190,000 tested, 0.3% active;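 active = nuclear translocation activity above 50% at 5 µM, with a well cell count of 50 or more; inconclusive = wells under 50 cells across six images, flagged as toxic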;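 also: per-cell ratio of nuclear to cytoplasmic median beta-catenin stain intensity; plate controls were DMSO negative control for no effect and GSK-3 inhibitor IX positive control for full effect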
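System: HeLa cells, endogenous beta-catenin; compound dosing: 5 µM primary single dose, 0.1% DMSO, 0.02–20 µM confirmation series; incubation: 24 h compound exposure at 37°C, 5% CO2; signal: beta-catenin immunofluorescence imaging with DAPI; evaluation: % activation, nuclear-to-cytoplasmic median beta-catenin signal ratio per cell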
Hep lipid drop: hepatic lipid droplet formation modulation. AML12 mouse hepatocytes, oleate lipid droplets, BODIPY imaging. inhibition, % at 6.5 µM. 240,000 tested, 0.4% active. AID 1656;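 active = lipid droplet intensity inhibited by at least 50%, with more than 500 cells counted; inconclusive = wells with under 300 cells, treated as cytotoxic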
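Material – AML12 mouse liver cells · Also added – oleate loading, 100 µM · Compound dosing – 6.5 µM single-point dosing · Times – overnight treatment with compound plus oleate · Measured by – fluorescence imaging, 20x objective, two fields per well · Read-out – percent inhibition of filter-corrected integrated lipid droplet intensity per well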
Dynein cargo inh: dynein cargo transport inhibition. 3617.4 mouse cells, GR-EGFP nuclear translocation imaging; test concentration mostly 20 µM; stimulated with dexamethasone, 1 µM; hits give low values. z-score, hits read low. 220,000 tested, 0.47% active. AID 1381;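 active = plate z-score of nuclear minus cytoplasmic receptor signal below a set negative limit, without overly bright fluorescence or cell loss, cut at about -3.5 in these data, passing the limit was not always enough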;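 also: z-score of nuclear minus cytoplasmic ring GR-EGFP intensity difference per well; some compounds called inactive have numbers as strong as hits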
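medium = tetracycline-free induction medium containing charcoal-stripped FBS | also added = 1.0 µM final dexamethasone stimulus | schedule = 48 h induction, 1 h compound, 30 min dex at 37 °C | technique = fixed, Hoechst-stained cells imaged at 10x for EGFP | measure = GR-EGFP nuclear translocation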
Ins promoter up: MIN6 insulin promoter up-regulation. MIN6 insulin promoter-GFP reporter, high-content imaging; hits give high values. z-score at 5 µM. 190,000 tested, 0.3% active. AID 1625;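 active = z-score above 3 at 5 µM with at least 500 cells counted in the well; inconclusive = wells under 500 cells, flagged as cytotoxic or low count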
MT stabilizer: stabilizes microtubules in HeLa cells | HeLa tubulin immunostaining HCS, 24 h; share of cells brighter than vehicle mean+2SD | % tubulin-high responders, % at 10 µM | 200,000 tested, 0.83% active;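 active = plate Z-score above 3 for both tubulin-high and condensed-nucleus cell shares, with cell loss under 80%, at 10 µM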;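 also: anti alpha tubulin signal scored within the nucleus-defined area of each cell; some results filed as inactive read as strong as hits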
T cell HTS: modulates CD8 T cell binding to vesicles | 2C CD8+ T cell-vesicle binding, flow cytometry; hits give low values | calls only at 7 µM | 330,000 tested, 0.068% active;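 active = response, share of CD8 T cells binding vesicles, and their 90th percentile fluorescence all below set limits, cut at about 80% in these data, passing the limit was not always enough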
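Assay system: 2C TCR transgenic mouse naive CD8+ T cells, MACS-purified | Read-out: CD8+ gate FL2 mean fluorescence as % of same-row positive control | Signal: High-throughput flow cytometry with anti-B7-1 and anti-CD8 staining | Timing: Binding step 1.5 h, 37 °C, antibody labelling 20 min, ice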
Dynein cargo inh cytoplasmic EGFP: second read-out of Dynein cargo inh, no call of its own (marks repeat the call); z-score; measured here: cytoplasmic GR-EGFP intensity; hits give high values
Dynein cargo inh nuclear GR-EGFP: second read-out of Dynein cargo inh, no call of its own (marks repeat the call); z-score; measured here: nuclear GR-EGFP intensity;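 lower value marks the stronger effect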
Dynein cargo inh cell count: second read-out of Dynein cargo inh, no call of its own (marks repeat the call); z-score; measured here: cell count per field
Ins promoter up cell count: recorded beside Ins promoter up, whose call it bears; cell count; measured here: cytotoxicity, nuclei count;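 total cells summed across four imaged fields per well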
Hep lipid drop cells 6.5 µM: second read-out of Hep lipid drop, no call of its own (marks repeat the call); cell count; measured here: cell count, cytotoxicity flag;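 cells counted across two imaged fields per well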
b-catenin transl cell count 5 µM: also measured in b-catenin transl; calls as there; cell count; measured here: cell count, cytotoxicity flag
T cell HTS vesicle-bound %: also measured in T cell HTS; calls as there; double positive events, %; measured here: CD8+ vesicle-bound cell fraction;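 binding gate set so that unloaded-vesicle control wells show 10% double positive cells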
MT stabilizer Hoechst-high %: recorded beside MT stabilizer, whose call it bears; % Hoechst-high responders; measured here: nuclear condensation Hoechst responders;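 share of cells brighter than vehicle mean plus two SD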
MT stabilizer cytotoxicity %: further read-out of MT stabilizer, marked with its call; toxicity, %; measured here: cytotoxicity by cell density;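 0% = mean cell density of plate MIN control wells and 100% = no cells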
Autophagy HCS cell loss 18 h: recorded beside Autophagy HCS, whose call it bears; toxicity, %; measured here: cell loss, nuclei count;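 cell loss after 18 h compound exposure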
Numbers without * were called inactive; i = inactive; ? = inconclusive; . = no result given; + = active, no number.

SMILES | ER stress rescue | Salmonella PhoP GFP | Autophagy HCS | Autophagy HCS cell loss 18 h | b-catenin transl | b-catenin transl cell count 5 µM | Hep lipid drop | Hep lipid drop cells 6.5 µM | Dynein cargo inh | Dynein cargo inh cytoplasmic EGFP | Dynein cargo inh nuclear GR-EGFP | Dynein cargo inh cell count | Ins promoter up | Ins promoter up cell count | MT stabilizer | MT stabilizer Hoechst-high % | MT stabilizer cytotoxicity % | T cell HTS | T cell HTS vesicle-bound %
CC(OC(=O)c1ccccc1NS(=O)(=O)c1cccc(N)c1)C(=O)N(C)Cc1ccccc1 (stereo unspecified) | -2.1% | 2% | i | -10 | 0.1 | 1131 | -11 | 687 | -0.048 | -0.19 | 0.34 | -0.5 | 0.28 | 1356 | 2.3 | 2.6 | 7.9 | i | 56
COc1ccccc1N(C(=O)c1snc(C(N)=O)c1N)C(C(=O)NCCC(C)C)c1ccco1 (stereo unspecified) | 0.0% | -8% | i | 5 | -5.0 | 986 | . | . | 0.38 | -0.14 | 0.65 | -1.2 | -1.4 | 1245 | 1.8 | 2.0 | 8.2 | . | .
COCC(=O)NCCc1nc(-c2ccccc2)cs1 | -1.0% | 1% | i | 10 | 0.4 | 1312 | . | . | 0.82 | -0.13 | 1.3 | -0.25 | 0.13 | 1602 | 6.1 | 2.0 | 10 | i | 45
CCOc1ccc(/C=N/NC(=O)c2c(-c3ccccc3)noc2C)cc1 | -2.6% | 1% | i | 8 | -1.5 | 1001 | -8 | 700 | -0.079 | -0.19 | 0.11 | 0.53 | 0.15 | 1301 | 2.1 | 1.7 | 5.7 | i | 32
CCCCCC(C(=O)O)C(C)CC(=O)NC1CCCCC1 (stereo unspecified) | -0.8% | -3% | i | -1 | -0.1 | 785 | . | . | 0.78 | -0.32 | 0.43 | -0.27 | 0.43 | 1227 | 3.7 | 4.1 | 11 | i | 39
CCOC(=O)c1c(N2C(=O)Nc3ccccc3N2O)sc2c1CCCCC2 | -1.1% | 8% | i | 5 | 2.0 | 1135 | 6 | 618 | -0.041 | -0.22 | 0.34 | 0.24 | -1.1 | 1443 | 1.4 | 1.5 | 5.2 | i | 56
CN(C1CC(C)(C)NC(C)(C)C1)S(=O)(=O)CC12CCC(CC1=O)C2(C)C (stereo unspecified) | . | -5% | . | . | -0.1 | 1239 | 8 | 669 | -0.59 | -0.28 | 0.32 | -0.086 | -0.06 | 1094 | . | . | . | i | 30
Cc1ccc(N2C(=O)CSCC2=O)cc1 | 1.4% | 8% | i | -5 | 3.6 | 1105 | -8 | 839 | 0.44 | -0.13 | -0.03 | 0.009 | 0.41 | 1303 | 2.0 | 1.1 | 8.8 | i | 27
CCN1/C(=C/C=C/c2oc3ccc4ccccc4c3[n+]2CC)Oc2ccc3ccccc3c21 | -2.9% | -6% | ? | . | . | . | -132 | 504 | -7.1* | 1.5* | -3.1* | 0.41* | . | . | 80* | 7.2* | 79* | i | 58
Cc1cc2ccccc2n2c(SCC(=O)Nc3ccc(S(=O)(=O)N4CCCCC4)cc3)nnc12 | -0.2% | 11% | i | -10 | -2.1 | 974 | -15 | 511 | 1.1 | -0.24 | 0.16 | -0.77 | . | . | 2.3 | 2.1 | 7.6 | i | 30
CCN(CC)C(=O)CN(c1cc(Cl)ccc1OC)S(C)(=O)=O | 0.6% | -10% | i | 8 | -4.3 | 1229 | -10 | 752 | -0.66 | 0.072 | -0.83 | -0.028 | . | . | 3.1 | 1.9 | 3.7 | i | 45
Cc1[nH]c(=O)[nH]c(=O)c1S(=O)(=O)N1CCCC(C(=O)NCc2ccccc2Cl)C1 (stereo unspecified) | -0.9% | -5% | i | -28 | 0.0 | 560 | 1 | 733 | -0.46 | -0.16 | 0.3 | 0.62 | 0.27 | 1062 | 3.9 | 1.9 | 2.4 | i | 43
Cc1ccc(Nc2ccc(-n3ccnc3)nn2)cc1C | 1.3% | -4% | i | -20 | -2.9 | 1407 | . | . | -0.033 | -0.24 | 0.6 | 1.1 | -0.42 | 1582 | 1.9 | 1.0 | 9.3 | i | 24
CN(Cc1nccn1C)C(=O)CCc1nnc(CCC2CCCCC2)o1 | 0.4% | -1% | i | 9 | -0.8 | 1568 | 0 | 743 | -0.59 | -0.19 | -0.02 | 0.91 | . | . | 2.1 | 2.2 | 5.2 | i | 64
CCCCC1=C([O-])C2N=CC=CC2=[N+](c2ccccn2)C1=O (stereo unspecified) | 0.9% | 0% | i | 14 | -2.6 | 514 | 7 | 658 | 0.071 | -0.079 | 0.13 | -0.42 | -0.34 | 1260 | 3.8 | 1.3 | 4.5 | i | 57
COc1ccc(/C=N/NC(=O)Cc2ccc(Cl)cc2)cc1OC | -2.1% | 0% | i | -45 | -3.9 | 595 | -4 | 731 | 0.46 | -0.28 | 0.39 | 0.063 | . | . | 2.7 | 2.5 | 5.5 | i | 52
COc1ccc(C2=NCCNC(C(F)(F)F)=C2)cc1 | -1.6% | 14% | i | 15 | -5.0 | 1008 | 3 | 647 | 0.22 | -0.29 | 0.53 | 0.35 | 0.2 | 1550 | 8.3 | 3.3 | 4.5 | i | 50
CCn1cc(/C=C/C(=O)NCc2c(C)nn(C)c2C)cn1 | -0.6% | 3% | i | 29 | -3.7 | 944 | . | . | 0.79 | -0.2 | 0.67 | 0.064 | 0.21 | 1461 | 3.1 | 1.4 | 6.5 | i | 31
CCOc1ccc(C(=O)N(Cc2ccc(OC)cc2)Cc2cc3cc(OC)ccc3[nH]c2=O)cc1 | 4.4% | 5% | i | -2 | 0.7 | 1264 | -27 | 691 | -0.45 | -0.25 | -0.1 | 0.35 | -0.43 | 982 | 1.9 | 1.8 | 6.1 | i | 43
CCOC(=O)C1CCCN(c2ncnc3c2cnn3-c2cccc(C)c2)C1 (stereo unspecified) | 0.8% | 0% | i | -4 | 0.0 | 1330 | . | . | -0.83 | -0.24 | -0.41 | 1.1 | 0.91 | 1497 | 4.4 | 5.5 | 8.8 | i | 21
CC(C)(C)NC(=O)C1CCN(C(=O)c2ccc(-c3ccccc3)cc2)CC1 | 0.8% | -2% | i | -1 | 0.0 | 1132 | -4 | 754 | 0.36 | 0.24 | 0.42 | -0.18 | 0.52 | 1358 | 1.7 | 1.6 | 9.6 | i | 45
Cc1c(-c2ccccc2)[n+](=O)c2c(n1[O-])CCCCC2 | 2.7% | -1% | i | -8 | -1.4 | 975 | 4 | 608 | -0.59 | -0.29 | -0.43 | 0.76 | 0.06 | 1314 | 3.9 | 3.1 | 5.9 | i | 0
Cn1c(=S)[nH]c2scc(-c3cccs3)c2c1=O | 0.4% | -4% | i | 4 | -3.5 | 1075 | 19 | 698 | 0.61 | -0.2 | 0.62 | -0.72 | -0.02 | 1218 | 3.7 | 1.4 | 3.5 | . | .
Cc1ccc(NC(=O)N2CCCn3c(SCC(=O)c4ccccc4)nnc32)cc1 | . | -15% | . | . | -0.7 | 1268 | -6 | 627 | 0.21 | -0.28 | 0.044 | 0.33 | -0.42 | 1105 | . | . | . | i | 23
O=c1c2ccccc2cnn1Cc1n[nH]c(=S)n1-c1cc(Cl)cc(Cl)c1 | 3.6% | -14% | i | 1 | 0.0 | 907 | -7 | 488 | 0.14 | -0.3 | -0.13 | 0.5 | . | . | 2.7 | 2.8 | 9.3 | i | 11
Cc1nc(SCC(=O)O)c(C#N)c(-c2ccco2)c1C(=O)N(C)C | . | -2% | . | . | 1.1 | 1322 | -9 | 738 | -1.6 | -0.26 | -0.62 | 2.1 | 0.57 | 1100 | . | . | . | i | 39
O=S(=O)(NCC1CCCO1)c1ccc(-c2ccc(Cl)cc2)cc1 (stereo unspecified) | -1.7% | 2% | + | -7.6* | -3.2 | 943 | -12 | 589 | -0.97 | -0.3 | -0.0078 | 1.3 | -0.56 | 1528 | 4.8 | 3.9 | 6.4 | i | 44
Clc1c(CSc2nc3ccccc3o2)nc2sccn12 | -3.4% | 13% | i | -2 | . | . | -13 | 637 | -0.89 | 0.012 | -0.18 | 0.74 | -0.85 | 1207 | 1.2 | 2.9 | 2.5 | i | 56
COc1ccc(N2CCN(C(=O)C3CCCO3)CC2)cc1 (stereo unspecified) | -0.6% | 7% | i | 20 | 4.6 | 1032 | -4 | 759 | 0.26 | -0.17 | 0.16 | -0.37 | 0.59 | 831 | 1.9 | 1.1 | 4.9 | i | 18
CC1CCCN(C(=O)COC(=O)c2n[nH]c3ccccc23)C1 (stereo unspecified) | -2.9% | 5% | i | 3 | -2.5 | 914 | . | . | -0.75 | -0.14 | -0.55 | 0.59 | 0.19 | 1042 | 2.6 | 2.3 | 1.4 | i | 42

The order is random. About 3% of those tested had a hit in this group.
